# EphA4 KYL inhibition: EphA4 ligand-binding antagonists – biochemical, colorimetric, mouse EphA4, primary screen (AID 689) | EphA4-AP binding to KYL peptide, pNPP A405; higher % means a stronger effect | one-dose inhibition, % at 10 µM; IC50 in µM for titrated hits | actives 0.1% (n = 62,000); in the data active = a potency from the dose series; inactive = the rest, 99 in 100 with inhibition below about 22%
# Numbers without * were called inactive; & = joins results of further samples.
SMILES,EphA4 KYL inhibition
Cc1nc2ccccc2n1CCc1nc2c3ccccc3nc(=S)n2[nH]1,-5%
CC(=O)c1ccc(CCCCCCCCCC(=O)O)s1,-4%
CCOC(=O)C1=C(O)CSC1=Nc1cccc(Cl)c1,-3%
COc1cccc(Nc2nc(-c3ccc(S(=O)(=O)N4CCOCC4)cc3)cs2)c1,0%
COC(=O)c1ccc(C2C(C(=O)OC(C)C)=C(C)N=C3SCCC(=O)N32)cc1 (stereo not drawn),-6%&-3%
CC12CC(NC(=O)N1c1ccc(C(=O)N3CCN(c4ccc(F)cc4)CC3)cc1)c1ccccc1O2 (stereo not drawn),-12%
CCn1c(=O)c2c(O)cc(=O)oc2c2ccccc21,-9%
Cc1nc2nc3c(cn2n1)C(=O)CC(C)(C)C3,-3%
Cc1[nH]n(-c2ccccc2)c(=O)c1-c1ccccc1,-2%
O=C1C(=O)N(Cc2cccnc2)C(c2ccccn2)/C1=C(/O)c1ccc(Br)cc1 (stereo not drawn),-13%
COc1cc(NS(=O)(=O)c2ccc(C)cc2)ccc1-n1cnnn1,-7%
Cc1ccc(-n2nc3ccc(NC(=O)COc4ccccc4[N+](=O)[O-])cc3n2)cc1Cl,-12%
CCCC(c1nnnn1CCc1ccccc1)N1CCN(C(=O)c2ccco2)CC1 (stereo not drawn),-16%
Cc1ccc(C2Oc3ccccc3C3=C2C(c2cccs2)n2ncnc2N3)cc1 (stereo not drawn),11%
Cn1c(=O)c(N2CCCCC2)c2c3c(cccc31)C(=O)c1ccccc1-2,-3%
CCOC(=O)N1CCN(C(=O)c2ccc(CN(c3ccccc3)S(C)(=O)=O)cc2)CC1,-2%
CCCC(=O)NC(=S)Nc1cccc(C(C)=O)c1,-11%
Cc1ccc(OCC(=O)N/N=C2\CCOc3c(C)cccc32)cc1,-2%
O=C(CCC1CC(=O)Nc2ccccc21)NCc1ccccc1 (stereo not drawn),0%
Cc1ccccc1OCC(=O)Nc1cccc(NC(=O)c2ccco2)c1,-26%
Cc1cc(NC(=O)CSc2nc3ccccc3c(=O)n2C2CCCC2)no1,-46%
COc1ccc(-c2cc(C(=O)Nc3c(C)nn(Cc4ccccc4Cl)c3C)no2)cc1OC,5%
Cc1onc(-c2ccccc2Cl)c1C(=O)Nc1ccccc1C(N)=O,-7%
CCOC(=O)c1c(NC(=O)/C=C\C(=O)O)sc(C(=O)Nc2ccccc2)c1C,-5%
O=C1/C(=C/c2ccc(F)cc2)SC(=S)N1Nc1ncc(C(F)(F)F)cc1Cl,-6%
CCn1c(COc2ccccc2)nnc1SCC(=O)c1cccc([N+](=O)[O-])c1,-12%
CN(C(=O)c1cc2nc(-c3ccco3)cc(C(F)(F)F)n2n1)C1CCCCC1,3%
COC(=O)CCC(NC(=O)c1cc(-c2ccc3c(c2)OCCO3)oc1C)C(=O)OC (stereo not drawn),-2%
CCC(=O)N1c2ccc(S(=O)(=O)CCC(=O)NCc3ccc4c(c3)OCO4)cc2CC1C (stereo not drawn),-2%
Cc1ccc(C2C(C(=O)c3sc(C)nc3C)=C(O)C(=O)N2CCCN(C)C)o1 (stereo not drawn),1%
Nc1ccccc1Oc1ncc(C(F)(F)F)cc1Cl,-2%
O=C(O)CCc1ccc(-c2cccs2)n1CCC(=O)O,18%
Cc1cccc(N2C(=O)SC(N(CC(=O)O)c3cccc(C)c3)C2=O)c1 (stereo not drawn),16%
Cc1ccc(CNC(=O)c2ccc3c(=O)n(CCCN4CCCC4=O)c(=S)[nH]c3c2)cc1,-3%
CN(C)CCNc1oc(COc2ccc(-c3ccccc3)cc2)nc1C#N,-9%
CCOc1ccc(CNn2nnnc2N)cc1,1%
CC1=CCC(COC(=O)Nc2ccccc2)CC1 (stereo not drawn),-6%
CCC(=O)Oc1cc2oc(=O)c(CC)c(C)c2cc1CC,-7%
Cc1cc(C(=O)NCC(=O)O)c(C)o1,-11%
Cn1ncc2c(NCc3ccccc3)ncnc21,-7%
CCOC(=O)C1C(=O)NC(N2CCN(Cc3ccccc3)CC2)=NC1c1ccccc1 (stereo not drawn),-8%
O=C(Nc1ncc2c(n1)-c1ccccc1CC2)c1ccc(Cl)cc1,-2%
CC(=O)Nc1ccc(C(=O)Nc2ccc(S(=O)(=O)N3CCCC3)cc2)cc1,-4%
CCn1c(SCC(=O)OCC(=O)N2c3ccccc3NC(=O)C2(C)C)nnc1-c1ccco1,-8%
Cc1cc(C(=O)NNC(=S)NC(=O)/C=C/c2ccccc2Cl)n[nH]1,3%
CCOC(=O)CSC1=C(C#N)C(C)C2=C(CCCC2=O)N1 (stereo not drawn),-8%
Cc1nn(C)c(C)c1S(=O)(=O)N1CCC(C(=O)NCCC2=CCCCC2)CC1,-3%
O/N=C/c1cn(-c2ccccc2)nc1-c1ccc2c(c1)OCCO2,-8%
CCOC(=O)CSCCOc1ccc(C=C2C(=O)NC(=S)NC2=O)cc1OC,1%
O=C(CCCCn1c(=O)[nH]c2ccsc2c1=O)NCc1ccc2c(c1)OCO2,-8%

# (cont.)
SMILES,EphA4 KYL inhibition
CCOc1ccccc1Nc1nnc(SCc2ccc(C(=O)OC)o2)s1,1%
CCN(CC)C(=O)c1cnn(-c2ccccc2)c1NC(=O)c1ccco1,-4%
CCc1ccc(OCC(=O)NNC(=O)CSc2ncnc3sc(C)c(C)c23)cc1,1%
COc1ccc(/C=C2\N=C(SC)SC2=O)cc1OC,-8%
CSc1ccc(Cl)c(C(=O)NCCOc2ccccc2)c1,5%
CCOc1ccc(N2CC(=O)N(c3ccc(OCC)cc3)CC2=O)cc1,-8%
CC(Oc1ccc(Cl)cc1)C(=O)Nc1ncccn1 (stereo not drawn),2%
CCn1c(=O)cc(N2CCCCC2)[nH]c1=O,-22%
Cc1cc(C)nc(NC(=O)/C=C/c2cccs2)c1,1%
O=C(CCCn1c(SCC(=O)c2ccccc2)nc2ccccc2c1=O)NCC1CCCO1 (stereo not drawn),4%

# The final four entries of the section above open the next one.
SMILES,EphA4 KYL inhibition
CC(Oc1ccc(Cl)cc1)C(=O)Nc1ncccn1 (stereo not drawn),2%
CCn1c(=O)cc(N2CCCCC2)[nH]c1=O,-22%
Cc1cc(C)nc(NC(=O)/C=C/c2cccs2)c1,1%
O=C(CCCn1c(SCC(=O)c2ccccc2)nc2ccccc2c1=O)NCC1CCCO1 (stereo not drawn),4%
COc1ccccc1NC1=C(Cl)C(=O)N(c2ccc(C)cc2C)C1=O,-4%
C=CCCCC(=O)Nc1ccccc1C,-9%
CCc1ccc(/C=N/n2cnnc2)cc1,-2%
CCCC(c1nnnn1Cc1cccs1)N1CCN(c2nc3ccccc3s2)CC1 (stereo not drawn),12%
O=C(/C=C/c1ccccc1Cl)NCCN1CCOCC1,-5%
CC(NC(=O)c1cc2nc(-c3ccco3)cc(C(F)(F)F)n2n1)C1CC2CCC1C2 (stereo not drawn),-4%
Cc1ccc(Cn2nnnc2CN2CCC(O)(c3ccc(F)cc3)CC2)cc1,-23%
Cc1cc(/C=C2\C(=O)NC(=O)N(c3ccc4c(c3)OCO4)C2=O)c(C)n1-c1cccc([N+](=O)[O-])c1,-8%
CCOC(=O)CNC(=O)c1cn(C)c(=O)c2cc(OC)c(OC)cc12,-20%
CCOC(=O)C1CCN(C(=O)CN(c2ccc(OC)cc2)S(=O)(=O)c2c(C)nn(C)c2C)CC1,-3%
Cc1nnc(C)n1/N=C/c1ccc(O)cc1O,-11%
COc1cccc(C(=O)N2CCN(Cc3cc(OC)c(OC)cc3OC)CC2)c1,2%
Cc1ccc2occ(/C=N/O)c(=O)c2c1,-7%
O=c1c2ccccc2c(/C=N/c2ncn[nH]2)c(O)n1Cc1ccccc1,-15%
COc1ccc(Cl)cc1C(=O)NNC(=S)NC(=O)c1cc(-c2ccccc2)nc2ccccc12,15%
COC(=O)C(C)N(C(=O)c1cccc2ccccc12)c1c(C)cccc1C (stereo not drawn),0%
CCCC(O)(CCC)C(=O)NN1CCCCC1,-3%
COc1cc2c(cc1OC)C(c1ccc3c(c1)OCO3)C1=C(CC(C)(C)CC1=O)N2 (stereo not drawn),-11%
Cc1ccccc1NC(=S)NCc1ccc2c(c1)OCO2,-8%
Cc1ccc(-c2nnc(SCC(=O)Nc3nc4c(s3)CCCC4)n2C)cc1,-5%
CCOc1ccc(/C(O)=C2/C(=O)C(=O)N(c3cc(C)on3)C2c2ccc(C(=O)OC)cc2)cc1 (stereo not drawn),-4%
Cc1ccc(S(=O)(=O)N(Cc2nccn2C)C(C)C)cc1,6%
Cc1cc(C)c2c(N=CN(C)C)c(C(=O)N3CCN(c4ncccn4)CC3)sc2n1,-1%
COC(=O)c1ccc(N2CCC(c3cc(-c4ccc(OC)cc4)n[nH]3)CC2)c([N+](=O)[O-])c1,-15%
COCCCNC(=O)CN(c1ccc(OC)cc1)S(=O)(=O)c1ccc(NC(C)=O)cc1,-10%
CCc1c(C(=O)NCc2ccccc2Cl)[nH]c(C)c1C(C)=O,-4%
Cn1cccc1CNC(=O)Nc1ccc(Cl)cc1,-10%
Cc1ccc(C(c2nnnn2CC2CCCO2)N2CCN(C(=O)c3ccco3)CC2)cc1 (stereo not drawn),6%
O=C(CCNC(=O)c1ccccc1)OCN1C(=O)c2ccccc2C1=O,-6%
O=C(Nc1ccc2c(c1)OCO2)c1ccc(Cl)nc1,-7%

# An excerpt from above in order of the EphA4 KYL inhibition value, falling:
SMILES,EphA4 KYL inhibition
CC(=O)c1ccc(CCCCCCCCCC(=O)O)s1,-4%
CCn1c(SCC(=O)OCC(=O)N2c3ccccc3NC(=O)C2(C)C)nnc1-c1ccco1,-8%
CC12CC(NC(=O)N1c1ccc(C(=O)N3CCN(c4ccc(F)cc4)CC3)cc1)c1ccccc1O2 (stereo not drawn),-12%

# (list continues)
SMILES,EphA4 KYL inhibition
O=C(NCc1ccc(N2CCCC2=O)cc1)c1cnccn1,-26%
COc1ccc(C(=O)CSc2nnc(COc3ccc(C#N)cc3)n2-c2ccccc2)cc1,-1%
Cc1ccc(-c2c(C)c(-c3ccc(F)cc3)nc(N)c2C#N)o1,4%
CCn1c(SCCC(=O)O)nnc1-c1cccnc1,-3%
N#CCC(CNc1ncc(C(F)(F)F)cc1Cl)OC(=O)c1ccc(Cl)cc1 (stereo not drawn),-4%
CCn1c(-c2cccc(Cl)c2)n[nH]c1=S,-11%&-9%
Cc1nn(-c2ccccc2)c(C)c1/C=N/NC(=O)c1cc(-c2ccc(Cl)s2)[nH]n1,-5%
CC(=O)c1c(C(C)=O)c(C)n(-c2ccc(C(=O)O)cc2)c1C,-8%
CCC(=O)Nc1ccc2oc(-c3ccccc3Br)nc2c1,-1%&3%
Cc1nc2ccc(S(=O)(=O)NC(C(=O)Nc3nc4ccc(Cl)cc4s3)C(C)C)cc2s1 (stereo not drawn),-8%

# Rewritten as tab-separated lines: 2 of the compounds above
canonical_smiles	EphA4 KYL inhibition
Cc1nn(C)c(C)c1S(=O)(=O)N1CCC(C(=O)NCCC2=CCCCC2)CC1	-3%
O/N=C/c1cn(-c2ccccc2)nc1-c1ccc2c(c1)OCCO2	-8%

# Next part:
SMILES,EphA4 KYL inhibition
Cc1ccccc1NC(=O)C(=O)NCC(C)C,-7%
CCOC(=O)N1CCN(S(=O)(=O)c2c(C)nn(C)c2C)CC1,-2%
COc1cccc(NS(=O)(=O)c2ccc3[nH]cc(C(=O)NCCC(C)C)c(=O)c3c2)c1,-6%
Cc1cc(C(=O)CSc2nnc(N)s2)c(C)n1-c1c(C)n(C)n(-c2ccccc2)c1=O,-21%
O=C(CCS(=O)(=O)c1ccc(Br)cc1)N1CCN(c2ccc(Cl)cc2)CC1,-2%
Cc1ccc(C)c(Cn2c(=O)c3c(nc4n3CCN4Cc3ccco3)n(C)c2=O)c1,-7%
COc1ccc(-c2coc3cc(OC)cc(O)c3c2=O)cc1,-10%
COc1ccc(Cl)cc1S(=O)(=O)n1ccnc1C(C)C,-6%
CCCCCC/C(C)=C1/SC(=S)NC1=O,-17%
COc1ccc(OC)c(N(CC(=O)NCCSc2ccccc2)S(C)(=O)=O)c1,-6%
Cc1cc(C(=O)Nc2cccc3ccccc23)co1,-1%
Nc1cccc2cnccc12,-6%
CNC(=O)C1CC(=O)N(Cc2ccc3c(c2)OCO3)C(=Nc2ccc(OC)cc2)S1 (stereo not drawn),2%
Cc1cccc2c1Sc1ccccc1CC2=O,-11%
C=C(C)CSc1nc2ncccc2[nH]1,-8%
CCOC(=O)c1ccc(NC(=O)CN2C(=O)C(=O)N(CC(C)C)C2=O)cc1,-10%
CCOC(=O)C1CCN(C(=O)C2CCN(S(=O)(=O)CC)CC2)CC1,-3%
CCOC(=O)c1c(-c2ccc(-c3ccccc3)cc2)csc1NC(=O)C1C2CCC(O2)C1C(=O)O (stereo not drawn),0%
CC(=O)SC(C)CC(=O)Nc1ccccc1 (stereo not drawn),-3%
Cc1cc(C)c(OCCCCn2cnc3ccccc3c2=O)c(C)c1,-8%
Cc1noc(C)c1C(=O)N1CC(C)OC(C)C1 (stereo not drawn),-17%
COc1ccccc1CN(Cc1nc2ccccc2c(=O)[nH]1)C(=O)Nc1cccc(C)c1,-19%
O=C(Nc1ccc2nn(-c3ccc(Cl)cc3)nc2c1)c1ccc2c(c1)OCCO2,2%
Clc1ccc(C2=C3CCCCn4c(-c5ccccc5)c[n+](c43)C2)cc1,7%
Cc1cccc(-c2cc(NC(=O)COc3ccccc3)n[nH]2)c1,0%
O=C(c1ccc(-n2cccc2)cc1)N1CCN(Cc2ccccc2)CC1,-7%
CC(=O)Nc1ccc(NC(=O)CCC(=O)O)cc1,-14%
COc1cc(OC)cc(C(=O)NC(=S)NCCc2ccccc2)c1,7%
Cc1ccc(C2=NCCNC2=O)c(C)c1,-11%

# Looked up one by one from above, 3 records:
SMILES,EphA4 KYL inhibition
Cc1noc(C)c1C(=O)N1CC(C)OC(C)C1 (stereo not drawn),-17%
O=C(c1ccc(-n2cccc2)cc1)N1CCN(Cc2ccccc2)CC1,-7%
Cc1ccc(C2=NCCNC2=O)c(C)c1,-11%

# The list is partial. The share of hits here may be higher or lower than overall.
